From PubChem
H9c2 TAG inh: inhibitors of triacylglycerol accumulation; inhibition, % at 12.5 µM; actives 0.66% (n = 230,000); H9c2 cells, Nile Red lipid (TAG) fluorescence; cells loaded with 200 µM oleic acid;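 active = pattern-corrected inhibition of lipid staining of at least 50% with the nuclear-stain viability signal not falling by more than 50%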;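 note: 0% = DMSO wells and 100% = triacsin C control wells; some results filed as inactive read as strong as hits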
H9c2 TAG inh DAPI viability: second read-out of H9c2 TAG inh, no call of its own (marks repeat the call); DAPI nuclei signal change (viability), lower = more cytotoxic, %;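 whole-well DAPI fluorescence read on a plate reader as a viability signal; minus 50 percent equals half of cells still viable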
Starred values were filed as active, the others as inactive.

Molecule | H9c2 TAG inh | H9c2 TAG inh DAPI viability
O=C(c1ccco1)N1CCN(Cc2cc(=O)oc3cc(O)ccc23)CC1 | 4 | 10
Cc1nc(SCC(=O)NCC2CCCO2)[nH]c(=O)c1C (stereo unspecified) | -1 | 8
COc1cccc(NC(=O)CN(C)C(C)C(=O)NC(=O)NC2CCCCC2)c1 (stereo unspecified) | 0 | -6
CN(CCOC(=O)c1ccc2c(c1)OCCO2)Cc1ccccc1 | -16 | 15
CCOc1ccc(NC(=O)Nc2cccc(C(=O)O)c2)cc1 | -2 | 2
Cc1cccc(-c2nn(-c3ccccc3)cc2C(=O)N2CCN(C3CCS(=O)(=O)C3)CC2)c1 (stereo unspecified) | -5 | -1
O=C(Nc1ccc2c(c1)OCCO2)c1ccc(NC(=O)C2CCCO2)cc1 (stereo unspecified) | 21 | 1
c1ccc(CNc2ncnc3sc4c(c23)CCCC4)nc1 | -6 | 0
Cc1cn([C@H]2C=C[C@@H](CO)O2)c(=O)[nH]c1=O | 28 | 21
Cc1ccc(N=C2NC(=O)/C(=C/c3cccnc3)S2)c(C)c1 | -2 | 4
O=C(OCC(F)(F)F)c1cccc(COc2ccc3ccccc3c2)c1 | 17 | -12
COc1ccc(Nc2nnc(SC(C(=O)Nc3cc(C)ccc3C)c3ccccc3)s2)cc1 (stereo unspecified) | 31 | -6
CC(=O)c1ccc(N=Nc2ccc(C)cc2)cc1 | 23 | -8
Cc1csc(SC(C)C(=O)Nc2ccc(Cl)cn2)n1 (stereo unspecified) | 4 | 1
CCCNC(=O)CSc1nc(-c2cccs2)cc(C(F)(F)F)n1 | 26 | -1
CC(C)C(=O)Nc1cccc(C(=O)Nc2nccs2)c1 | 19 | -13
O=C(CCN1C(=O)/C(=C/C=C/c2ccccc2)SC1=S)Nc1nccs1 | 9 | -16
O=C(N/N=C/c1ccccn1)C(=O)N1CCCCCC1 | 13 | -10
Cc1c(NC(=O)c2cn3ccccc3n2)cccc1-n1cnnn1 | 5 | 4
Cc1onc(-c2ccccc2)c1C(=O)Nc1cccc(S(=O)(=O)N2CCCCC2)c1 | 7 | -4
CCCCn1c(N)c(N(CCOC)C(=O)c2cc(C)oc2C)c(=O)[nH]c1=O | -6 | -2
CN1CCN(Cc2cc(=O)oc3ccc(Cl)cc23)CC1 | 7 | 9
COc1ccccc1CN1CCNC(=O)C1CC(=O)NC1CCCCCC1 (stereo unspecified) | 16 | 2
O=C(NCc1ccccn1)c1cc(-c2ccncc2)nc2ccccc12 | 17 | 7
Cc1nc([N+](=O)[O-])cn1C(C)C | 8 | -7
O=C1/C(=C\Nc2ccc(Cl)cc2)CCN1c1ncccn1 | -3 | -13
CC(C)(C)c1cc(C(=O)NCCN2CCCC2)cc(C(C)(C)C)c1 | 15 | 10
Cc1ccc(NC(=O)CCn2nc(C)cc2C)cc1 | -17 | 14
Cc1ccc(SCC(=O)c2sc(-c3ccccc3)nc2C)cc1 | -10 | 2
COc1ccc(-c2nc(S(=O)(=O)c3ccccc3)c(N3CCOCC3)o2)cc1 | -9 | 14

Continued, overlapping the part above by 6 compounds.
Molecule | H9c2 TAG inh | H9c2 TAG inh DAPI viability
Cc1nc([N+](=O)[O-])cn1C(C)C | 8 | -7
O=C1/C(=C\Nc2ccc(Cl)cc2)CCN1c1ncccn1 | -3 | -13
CC(C)(C)c1cc(C(=O)NCCN2CCCC2)cc(C(C)(C)C)c1 | 15 | 10
Cc1ccc(NC(=O)CCn2nc(C)cc2C)cc1 | -17 | 14
Cc1ccc(SCC(=O)c2sc(-c3ccccc3)nc2C)cc1 | -10 | 2
COc1ccc(-c2nc(S(=O)(=O)c3ccccc3)c(N3CCOCC3)o2)cc1 | -9 | 14
CCc1noc(C)c1C(=O)N(C)CC(=O)Nc1cccc(OC)c1 | 12 | 7
CC(=O)NC(C)(c1ccccc1)c1nc(-c2cccc(F)c2)cs1 (stereo unspecified) | -18 | -3
CN(C)c1cccc(-c2csc(N3CCC(C(N)=O)CC3)n2)c1 | 3 | 6
O=C(COc1cccnc1[N+](=O)[O-])Nc1cccc(S(=O)(=O)N2CCOCC2)c1 | -26 | 3
Cc1ccc(C2NC(=O)Cc3ccccc32)cc1 (stereo unspecified) | -36 | -2
CSc1ccccc1NC(=O)CSCc1ccccc1Br | -24 | -6
CCc1ccccc1OCC(=O)Nc1ccc(F)c(S(=O)(=O)N2CCOCC2)c1 | -7 | 0
O=C(COc1ccc(Cl)cc1)Nc1cccc(-c2ccc(N3CCOCC3)nn2)c1 | -1 | -1
CC(C)NCC(O)COCCOc1ccc(C(C)(C)C)cc1 (stereo unspecified) | 5 | 6
CCC(CC)C(=O)Nc1nc(-c2ccc3c(c2)CCN3C(=O)C2CC2)c(C)s1 | 22 | 14
CSc1nnnc2ccccc12 | 8 | -3
CCc1nnc(NC(=O)[C@@H](NC(=O)c2cccc(C)c2)C(C)C)s1 | -11 | 8
Fc1ccccc1Cc1noc(CN(Cc2ccccn2)CC2CCCO2)n1 (stereo unspecified) | -5 | 2
COc1cccc(N=c2oc3ccccc3cc2-c2nc3ccccc3[nH]2)c1 | 49 | 1
CCOC(=O)N1CCN(C(=O)c2ccc3nc(C)sc3c2)CC1 | 2 | -4
CC(C)CN(CC(C)C)S(=O)(=O)c1cc([N+](=O)[O-])ccc1N1CCCCCC1 | -5 | -17
CCSc1nc2c([nH]c3ccccc32)c(=O)n1C | 15 | 1
O=C(c1cccs1)N1CCn2c1nc1ccccc12 | -4 | -9
Nc1c(Br)cc(Br)c2c1C(=O)c1c(cccc1S(=O)(=O)O)C2=O | 5 | 10
CN(C)c1nnnn1-c1ccc(Oc2ccccc2)cc1 | -2 | 5
Nc1c(C=C2C=CC(=O)C=C2)c(=O)nc2snc(SCc3ccccc3)n12 | 0 | -2
COc1ccc(CN2C(=O)[C@@H]3C(c4ccc(F)cc4)=NO[C@@H]3C2=O)cc1 | -13 | 0
COc1ccccc1N1CCN(C(=O)c2cc3c(=O)n4ccccc4nc3s2)CC1 | -4 | 3
CCC(Sc1nc2ccc(N)cc2s1)C(=O)Nc1nccs1 (stereo unspecified) | 5 | 0
CC1=C(C(=O)N(C)C)CC(CC(=O)NCCN2CCOCC2)C(=O)N1Cc1ccccc1 (stereo unspecified) | -5 | 0
Nc1nc(SCC(=O)Nc2cc(C(F)(F)F)ccc2N2CCOCC2)n[nH]1 | -7 | -2
Cc1[nH]n(-c2ccccc2)c(=O)c1N=Nc1c(O)cc(S(=O)(=O)N(C)C)c2ccccc12 | -24 | -17
CC(=O)Oc1ccc(NC(=O)Cc2ccccc2)c(C(=O)O)c1 | 11 | -12
CCOC(=O)c1ccc(N2C(=O)C3C(C2=O)C(C(=O)c2ccc(Cl)cc2)N2CCCC32)cc1 (stereo unspecified) | 3 | -12
C[C@H]1CN(S(=O)(=O)c2ccc3c(c2)OCCO3)CCN1S(=O)(=O)c1c(F)cccc1F | 12 | -5

2 of these compounds in another layout:
> CCC(Sc1nc2ccc(N)cc2s1)C(=O)Nc1nccs1 (stereo unspecified)
  H9c2 TAG inh: 5 | H9c2 TAG inh DAPI viability: 0

> CCc1noc(C)c1C(=O)N(C)CC(=O)Nc1cccc(OC)c1
  H9c2 TAG inh: 12 | H9c2 TAG inh DAPI viability: 7

Following part
Molecule | H9c2 TAG inh | H9c2 TAG inh DAPI viability
CCN1C(=O)[C@H]2[C@@H](c3ccc(-c4ccc(C(C)=O)cc4)cc3)N3CCC[C@@]3(C(=O)OC)[C@H]2C1=O | 1 | 2
Cc1ccc(S(=O)(=O)Oc2ccc(/C=N/NC(=O)c3c(Cl)cnn3C)cc2)cc1 | -2 | -3
FC(F)(F)c1cc(CCN2CCNC[C@@H]2c2ccccc2)cc(C(F)(F)F)c1 | 1 | 2
COc1cc(C(=O)Nc2sc(C)c(C)c2C(=O)O)cc(OC)c1OC | -4 | 11
Cc1ccc(C(CC(=O)O)NC(=O)c2ccc(S(=O)(=O)N3CCCC3)cc2)cc1 (stereo unspecified) | -14 | 1
CC(NC(=O)C1CCN(S(=O)(=O)c2cccs2)CC1)c1cccc(Cl)c1 (stereo unspecified) | 16 | -2
CC(C)(C)C(=O)Nc1nc2c(s1)COc1ccccc1-2 | 46 | -9
CCn1c(=O)c2c(nc3n2CCS3)n(C)c1=O | 8 | -13
OCC[C@H]1C[C@@H](O)[C@H](O)[C@]2(Cc3ccccc3CCO2)O1 | -24 | 4
COC(=O)[C@H](CC(C)C)NS(=O)(=O)c1ccccc1 | -23 | 10
CS(=O)(=O)N1Cc2ccccc2CC1C(=O)Nc1ccccc1C(N)=O (stereo unspecified) | 1 | 8
COc1ccccc1C(=O)NCCC(=O)NCC(c1ccco1)N1CCCC1 (stereo unspecified) | -9 | 4
CCN(c1ccccc1)S(=O)(=O)c1ccc(Cl)c(C(=O)NCc2ccco2)c1 | -3 | -8
CCN(CC)CC(O)COC(c1ccccc1)c1ccccc1 (stereo unspecified) | 27 | -13
CCOC(=O)C(Cc1ccc(NC(=O)/C(=C/c2ccc(OC(C)=O)cc2)NC(C)=O)cc1)N1C(=O)c2ccccc2C1=O (stereo unspecified) | 17 | 5
Cc1ccc(C(=O)Nc2ccc(N3CCOCC3)cc2)cc1S(=O)(=O)N1CCCCC1 | -18 | 3
OCC1(CO)CC2(C1)CC(CO)(CO)C2 | -17 | -6
CC(=O)c1cccc(N2C(=O)CC(N3CCN(S(=O)(=O)c4ccc(Cl)cc4)CC3)C2=O)c1 (stereo unspecified) | -10 | 10
O=C(c1ccco1)N(CC1CCCO1)c1nc(-c2ccccc2)cs1 (stereo unspecified) | 27 | 5
CCOC(=O)CSc1ccc2ccccc2n1 | 8 | -5
Cc1cc(C)cc(Nc2ncc3c(n2)CCCC3=O)c1 | 6 | -3
CSc1nsc(SCC(=O)Nc2nc3ccccc3s2)n1 | 20 | -15
COc1ccccc1C(=O)N/N=C(\C)CC(=O)Nc1ccc(Cl)cn1 | 12 | 2
NS(=O)(=O)c1ccc(CNC(=O)c2cc(-c3cccnc3)nc3ccc(Cl)cc23)cc1 | 23 | 1
CCOC(=O)c1c(C)c(-c2ccccc2)n(CC(=O)NCCCN(CC)CC)c1C | 21 | 5
COc1cc(NS(=O)(=O)c2ccc(N)cc2)nc(OC)n1 | 3 | 4
Cc1nc2sc3c(c2c(=O)o1)CCCC3 | -5 | 6
Cc1ccc(S(=O)(=O)CCC(=O)OCC(=O)NCC(=O)Nc2cccc(C)c2C)cc1 | -10 | 7
Cc1ccc(SCCNS(C)(=O)=O)cc1 | -7 | 8
Cc1cccc(NC(=O)CNC(=O)COc2cccnc2[N+](=O)[O-])c1C | 1 | 5
O=C1C2CCCN2C(c2cccc(F)c2)N1c1cccc(Cl)c1 (stereo unspecified) | 2 | 4
COCCN(CC(=O)Nc1cccc(C)c1C)C(=O)c1ccc(-n2cccn2)cc1 | -4 | 4
CCOc1ccc(C2NC(=S)NC3=C2CCc2ccccc23)cc1 (stereo unspecified) | -20 | -3
COCCN(C(=O)COC(=O)c1ccccc1Cc1ccccc1)c1c(N)n(Cc2ccccc2)c(=O)[nH]c1=O | -11 | -3
O=C(NC1CCCC1)c1ccc(CSc2nc3ccncc3n2Cc2ccc(F)cc2)cc1 | -7 | -2
Cc1nc2ccccc2c2oc(C(=O)Nc3ccc4c(c3)OCCO4)cc12 | 22 | -11
O=S(=O)(c1ccccc1)c1nc(-c2cccs2)oc1NCc1cccnc1 | 1 | 5
COc1ccc(-c2noc3c2-c2nc(-c4cccc(C)c4)sc2CC3)cc1 | 1 | -3
CN(C)CCNC(=O)c1cccc(-c2cnc3c(NC=O)cc(-c4ccc(S(C)(=O)=O)cc4)cn23)c1 | 8 | 3
O=C(Nc1ccccc1)c1cccc(N2C(=O)C3C4CC(C(Br)C4Br)C3C2=O)c1 (stereo unspecified) | 17 | -6
Cc1ccccc1OCC(=O)Nc1ccccc1-c1ccccc1NC(=O)COc1ccccc1C | 3 | 0
CCCNC(=O)C(=O)Nc1ccc(N(C)C)cc1 | 7 | -4
C#CCOCCOCCOCCNc1nc(N2CCN(C(=O)Cn3cc(CCCN=C(N)N)nn3)CC2)nc(N2CCN(C(=O)[C@H]([C@@H](C)CC)n3cc(CCCCN)nn3)CC2)n1 | 1 | 4
CCn1nc(C)cc1C(=O)N1CCCC(CCC(=O)NCc2ccccc2F)C1 (stereo unspecified) | -8 | -2
O=C(CCC(=O)N1CCN(c2ccccc2)CC1)Nc1nnc(C2CCCCC2)s1 | 4 | -2
COc1ccc(NC(=O)CSc2n[nH]c(-c3ccncc3)n2)c([N+](=O)[O-])c1 | -16 | 0
C=CCC1NS(=O)(=O)OC(CCc2ccccc2)C1O (stereo unspecified) | 14 | 0
CCCNC(=O)C1(C)CCCN(Cc2ccc(C#N)cc2)C1 (stereo unspecified) | 12 | -4
Cc1cc(C)c(CN2CCN(Cc3ccc(C)o3)C(CCO)C2)c(-n2cccn2)c1 (stereo unspecified) | 4 | 5
CCCCN1C(=O)C(CC(=O)NC(c2ccccc2)c2ccccc2)CC(C(=O)N2CCOCC2)=C1C (stereo unspecified) | 14 | -13
Cc1cccc(-n2c(Cn3nc(C)c([N+](=O)[O-])c3C)n[nH]c2=S)c1 | -25 | 12
Cc1ccc(Sc2cc(N3CCOCC3)nc(-c3ccccc3)n2)cc1 | 55* | -0.7*
COc1ccc(NC(=O)c2ccc(N3C(=O)C4CC=C(Cl)CC4C3=O)cc2)cc1 (stereo unspecified) | 24 | -5
CC(C)C(=O)N1CCN(C2=NS(=O)(=O)c3ccccc32)CC1 | 4 | -6
O=S(=O)(Nc1cc(F)ccc1F)c1cccc2nsnc12 | 0 | -2
Cc1cc(C)cc(NC(=O)Nc2cc(S(=O)(=O)N(C)C)ccc2C)c1 | 5 | -3
O=C(NCCCN1CCCC1=O)c1ccc(S(=O)(=O)Nc2cccc(C(F)(F)F)c2)cc1 | -23 | 0

Only part of the results is shown (hit frequency here may not be typical).
